DAT uptake mod: changed human dopamine transporter uptake under cocaine IC80. Q01959. LLC-PK1 hDAT cells, [14C]-dopamine uptake with cocaine IC80; actives deviate in either direction. B-score at 10 µM. 1.3% of 110,000 active;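 active = Z score or B-score, a plate-position-corrected score, falls beyond the plate's 99.7% confidence bounds, in either direction; inactive = both scores lie inside the 99.7% bounds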;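 note: scored against the spread of the other compound wells on the same plate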
Target sequence (Q01959 whole entry, looked up): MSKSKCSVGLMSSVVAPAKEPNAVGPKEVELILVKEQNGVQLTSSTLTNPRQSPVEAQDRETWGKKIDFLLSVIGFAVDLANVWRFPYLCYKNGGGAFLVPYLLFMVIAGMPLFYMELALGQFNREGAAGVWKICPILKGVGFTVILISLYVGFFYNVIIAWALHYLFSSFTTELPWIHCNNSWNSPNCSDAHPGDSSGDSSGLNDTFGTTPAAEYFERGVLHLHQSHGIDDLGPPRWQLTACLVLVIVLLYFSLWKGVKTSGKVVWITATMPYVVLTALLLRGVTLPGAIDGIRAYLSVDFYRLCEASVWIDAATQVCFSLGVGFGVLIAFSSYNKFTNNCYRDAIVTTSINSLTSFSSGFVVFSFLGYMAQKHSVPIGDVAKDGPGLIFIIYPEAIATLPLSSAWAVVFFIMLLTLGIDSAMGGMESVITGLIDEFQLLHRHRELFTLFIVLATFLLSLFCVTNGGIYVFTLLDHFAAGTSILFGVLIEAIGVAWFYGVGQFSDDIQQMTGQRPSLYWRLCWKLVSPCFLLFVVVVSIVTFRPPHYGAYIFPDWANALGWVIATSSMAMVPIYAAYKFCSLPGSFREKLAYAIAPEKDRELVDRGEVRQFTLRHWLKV
Active calls of the source: *. A portion of the library (hit frequency here may not be typical).

SMILES	DAT uptake mod
O=C(NCc1cccc(Br)c1)C1CC2Cn3c(nc4ccccc43)C2N1c1ccccc1 (stereo not drawn)	-0.965
CCOC(=O)CN1C(=O)N[C@@H](c2ccc(Br)cc2)C(C(C)=O)=C1C	-0.241
COC(=O)C1=C(C(=O)OC)[C@@H]2N(Cc3ccccc3)c3ccccc3[C@@]23C[C@@H](C(=O)OC)N(C(=O)c2cccs2)C3=N1	0.0536
C=CCN(CC(=O)c1sc(C(=O)OCC)nc1C)c1cccc(Br)c1	-0.655
CC[C@@H](C)C(NC(=O)OC(C)(C)C)c1cn([C@@H](Cc2ccc(O)cc2)C(=O)N2CCN(C(=O)OC(C)(C)C)CC2)nn1 (stereo partly drawn)	1.96*
COc1ccc(-c2cc(=O)c3ccccc3o2)cc1	0.081
Cc1nc(-c2ccc(Cl)cc2)sc1C1(C)CC(c2ccncc2)=NO1 (stereo not drawn)	-0.843
Nc1nc(N)c2nc(-c3ccccc3)c(N)nc2n1	1.83
O=C(c1ccc2c(Cl)c3c(nc2c1)CCCC3)N1CCN(c2ccc(F)cc2)CC1	0.973
Cc1cc2cc(CNC(=O)c3ccc(Br)o3)ccc2n1C	-1.37
CSc1nnc2c3cc(F)ccc3n(Cc3ccccc3)c2n1	-0.819
CCN(CC)C(=O)c1[nH]cnc1C(=O)N[C@@H](Cc1ccccc1)C(=O)OCc1ccccc1	0.966
FC(F)(F)c1ccc(CN2C[C@@H]3C(c4ccccc4)C4(c5ccccc5)CC3(C4)[C@H]2c2ccccc2)cc1 (stereo partly drawn)	-0.342
COc1cc(C2CC(=O)Oc3c(C(CCN4CCN(c5ccccc5)CC4)c4ccc(N(C)C)cc4)c(OC)cc(OC)c32)cc(OC)c1OC (stereo not drawn)	-0.048
C[C@@H]1NC(=O)[C@H](CCCN=C(N)N)NC(=O)c2cc([N+](=O)[O-])cc(I)c2OCC[C@@H](C(N)=O)NC1=O	-1.08
COc1ccc(NC(=O)c2nc[nH]c2C(=O)N[C@@H](C)c2ccccc2)cc1	2.72
CC(C)(C)OC(=O)NCCCC[C@H](NC(=O)c1[nH]cnc1C(=O)N[C@@H](Cc1ccccc1)C(=O)OC(C)(C)C)C(=O)OC(C)(C)C	0.664
CC(C)n1nc(C(=O)Nc2nc3ccc(S(C)(=O)=O)cc3s2)c2ccccc2c1=O	1.47
Cc1c(O)cc2c(c1O)C(=O)CC(c1ccc(O)cc1)O2 (stereo not drawn)	-0.766
COC(=O)[C@H]1C[C@@H]1[C@H](NS(=O)(=O)c1ccccc1)c1ccccc1	0.51
c1ccc(OCc2nn3c(-c4n[nH]c5c4CCC5)nnc3s2)cc1	0.00873
O=C(NCc1ccccc1)c1cc(-c2cccc(O)c2)on1	-0.766
COc1cc(C(CCN2CCCCC2)c2c(OC)cc(OC)c3c(C)cc(=O)oc23)cc(OC)c1OC (stereo not drawn)	0.159
C[C@H](NC(=O)OCc1ccccc1)c1nnc([C@H](C)NC(=O)OCc2ccccc2)o1	1.71
Cc1cn([C@H]2C[C@H](N=[N+]=[N-])[C@@H](CO)O2)c(=O)[nH]c1=O	-0.322

The listing continues:
SMILES	DAT uptake mod
COCOc1ccc(C2CC(=O)c3c(OCOC)cc(OCOC)cc3O2)cc1 (stereo not drawn)	1.15
COC(=O)c1ccc(C23CC4(C2)[C@H](CN(Cc2cccnc2)[C@@H]4c2ccccc2)C3c2ccccc2)cc1 (stereo partly drawn)	0.753
O=C(C1=C[C@@H](c2coc3ccccc3c2=O)C[C@@H](OCCCCO)O1)N1CCOCC1	0.00791
COC(=O)[C@@H]1[C@H](CCc2ccccc2)NC(=O)N(Cc2ccccc2)[C@@H]1C	0.0957
CC(CCCCC(=O)Nc1ccc(C(F)(F)F)cc1)NCCc1cnc[nH]1 (stereo not drawn)	-0.628
CC(C)(C)[C@H]1C=C(C(N)=O)O[C@@H](OCc2ccc(CO)cc2)C1	-0.0168
CN1C(C(=O)NCc2cccc(C(F)(F)F)c2)CC2Cn3c(nc4cc5ccccc5cc43)C21 (stereo not drawn)	1.52*
COC(=O)c1cccc(C23CC4(C2)[C@H](CN(Cc2cccnc2)[C@@H]4c2ccccc2)C3c2ccc(Cl)nc2)c1 (stereo partly drawn)	-0.0425
COc1cc(C2=CCN(C(C)=O)CC2)ccc1OC(C)=O	-0.968
CN1CCc2cc(Cl)c(O)cc2[C@@H](c2ccccc2)C1	0.245
OCC[C@@H]1C[C@@H](O)[C@H](O)[C@@]2(CCCO2)O1	-0.957
COc1cc(O)c(C(CCN2CCCC(C)C2)c2ccc(N(C)C)cc2)c(OC)c1 (stereo not drawn)	2.21*
FC(F)(F)c1ccc(C2[C@H]3CN(CC4CCCCC4)[C@H](c4ccccc4)C34CC2(c2cccnc2)C4)cc1 (stereo partly drawn)	-0.159
O=C(CSc1nnc(-c2ccc(Cl)cc2)n1Cc1ccco1)Nc1ccc2c(c1)OCCO2	1.35
CCCCNC(=O)[C@@H]1CC=C[C@@H]2CCN(Cc3ccc(Cl)c(Cl)c3)C(=O)[C@@H]21	1.11
O=C(NCc1ccco1)c1cc(-c2ccccc2)nn1CC1CC(c2cccnc2)=NO1 (stereo not drawn)	2.15*
C#CCOCCOCCOCCNc1nc(N2CCN(C(=O)[C@H](C(C)C)n3cc(CCO)nn3)CC2)nc(N2CCN(C(=O)[C@H]([C@@H](C)CC)n3cc(CCCN=C(N)N)nn3)CC2)n1	1.12
Cc1onc(-c2ccccc2Cl)c1C(=O)Nc1cnn(Cc2ccccc2)c1	-0.179
CC(C)(C)c1ccc(C(=O)Nc2ccc(O)c3c(=O)cc(-c4cccc(Cl)c4)oc23)cc1	-0.0753
CC(=O)NC1CCCN(O)C(=O)/C=C(\C)CCOC(=O)C(NC(C)=O)CCCN(O)C(=O)/C=C(\C)CCOC(=O)C(NC(C)=O)CCCN(O)C(=O)/C=C(\C)CCOC1=O (stereo not drawn)	-0.0905
Cc1ccc(S(=O)(=O)N[C@@H](Cc2ccccc2)C(=O)CCl)cc1	0.0708
Cc1nc(C(=O)Nc2ccccc2)sc1C1(C)CC(c2cccnc2)=NO1 (stereo not drawn)	1.05
CC1(C)C=Cc2c(ccc3c2OC[C@@H](c2ccc(O)cc2O)C3)O1	0.194
Cc1cc(CNC(=O)C2(C(F)(F)F)CC(CCCO)CCCO2)nn1C (stereo not drawn)	-0.371
COc1ccc(-c2oc3ccc(N4CCOCC4)cc3c2C#CC2(O)CCCCC2)cc1	-0.104

Further results.
SMILES	DAT uptake mod
Clc1cccc(Cc2nn[nH]n2)c1	-0.515
C=CCOC(=O)C1=C[C@H](c2coc3ccccc3c2=O)C[C@H](OCCCCO)O1	0.211
NCCCC[C@H]1CN=C(N)N1CCCCC1CCCCC1	-1.27
COc1cc(C(CC(=O)N2CCOCC2)c2c(OC)cc(OC)c3ccc(=O)oc23)cc(OC)c1OC (stereo not drawn)	0.081
CC1(C)c2[nH]c3ccccc3c2C[C@@H]2C(=O)N(Cc3ccc(F)cc3)C(=O)N21	2.36
CC(C)CC(COCc1ccc(Cl)cc1)N1CCN(C(=O)c2cccc(C(F)(F)F)c2)CCC1=O (stereo not drawn)	0.0587
CCCCC1=CC2=CC(=O)C(C)(OC(=O)CC)C(=O)C2=CN1CC(C)C (stereo not drawn)	-1.91
C=CCOC(=O)C1=C[C@@H](c2ccc(C(F)(F)F)cc2)[C@H](CCCO)[C@@H](OCC)O1	-0.859
CO[C@@]1(NC(=O)Cc2cccs2)C(=O)N2C(C(=O)O)=C(COC(N)=O)CS[C@@H]21	-0.578
COc1ccc(-c2c(-c3cccc(C)c3)oc3ccc(-c4ccc5c(c4)OCO5)cc23)cn1	-0.279
CCO[C@H]1OC(C(=O)NC2CC2)=C[C@@H](c2ccc3c(c2)OCO3)[C@@H]1CCCO	0.328
O=C1C=C(c2cccc(O)c2)CCC1	0.0126
Cc1oc2c(O)c(O)ccc2c(=O)c1-c1ccccc1	0.312
COC(=O)C1=C(C)N(CCc2cc(OC)c(OC)c(OC)c2)C(=O)N[C@H]1c1ccccc1	0.668
CCCCCC(=O)N1CC2(CC(c3cccc(NC(=O)CC(c4ccccc4)c4ccccc4)c3)=NO2)C[C@@H]1C(N)=O (stereo partly drawn)	-0.12
Cc1ccc(S(=O)(=O)N2CCC(=O)N(C(COCc3ccc(C(F)(F)F)cc3)Cc3ccccc3)CC2)cc1 (stereo not drawn)	0.464
CCCCc1cc(=O)oc2cc(OS(C)(=O)=O)ccc12	0.429
Cc1ccc(-c2nc(NC(=O)CSc3cc(C)c4ccccc4n3)ns2)cc1	-0.0298
O=C(CS(=O)(=O)c1cn(Cc2ccc(F)cc2)c2ccccc12)N1CCOCC1	-0.585
NC(=O)CC(NC(=O)Cc1cccc2ccccc12)c1ccc(NCc2cc(F)ccc2F)c([N+](=O)[O-])c1 (stereo not drawn)	0.0495
CCO[C@H]1OC(C(=O)N2CCN(Cc3ccccc3)CC2)=C[C@@H](c2ccc(C(F)(F)F)cc2)[C@@H]1CCCO	0.335
CC1Cc2nc(SCC(N)=O)n(Cc3ccccc3)c(=O)c2S1 (stereo not drawn)	-0.419
CS(=O)(=O)c1ccc(CNC(=O)C2(C(F)(F)F)C/C(=C\Cc3ccccc3)CCCO2)cc1 (stereo not drawn)	0.442
O=C(c1ccc(Cl)c(Cl)c1)N1CCC(=O)N(C(COCc2ccccc2)Cc2ccccc2)CC1 (stereo not drawn)	1.16
C#CCOCCOCCOCCNc1nc(N2CCN(C(=O)[C@H](CCCCN)n3cc(C(N)CO)nn3)CC2)nc(N2CCN(C(=O)[C@H](CCCCN)n3cc(C(N)COC(=O)C(F)(F)F)nn3)CC2)n1 (stereo partly drawn)	0.0348

Molecules listed so far that have a tert-butyl group:
SMILES	DAT uptake mod
CC[C@@H](C)C(NC(=O)OC(C)(C)C)c1cn([C@@H](Cc2ccc(O)cc2)C(=O)N2CCN(C(=O)OC(C)(C)C)CC2)nn1 (stereo partly drawn)	1.96*
CC(C)(C)OC(=O)NCCCC[C@H](NC(=O)c1[nH]cnc1C(=O)N[C@@H](Cc1ccccc1)C(=O)OC(C)(C)C)C(=O)OC(C)(C)C	0.664
CC(C)(C)[C@H]1C=C(C(N)=O)O[C@@H](OCc2ccc(CO)cc2)C1	-0.0168
CC(C)(C)c1ccc(C(=O)Nc2ccc(O)c3c(=O)cc(-c4cccc(Cl)c4)oc23)cc1	-0.0753

Individual results from the entries so far.
COC(=O)c1cccc(C23CC4(C2)[C@H](CN(Cc2cccnc2)[C@@H]4c2ccccc2)C3c2ccc(Cl)nc2)c1 (stereo partly drawn) | DAT uptake mod = -0.0425
CC(C)(C)OC(=O)NCCCC[C@H](NC(=O)c1[nH]cnc1C(=O)N[C@@H](Cc1ccccc1)C(=O)OC(C)(C)C)C(=O)OC(C)(C)C | DAT uptake mod = 0.664
O=C(c1ccc2c(Cl)c3c(nc2c1)CCCC3)N1CCN(c2ccc(F)cc2)CC1 | DAT uptake mod = 0.973
Cc1ccc(S(=O)(=O)N[C@@H](Cc2ccccc2)C(=O)CCl)cc1 | DAT uptake mod = 0.0708
C#CCOCCOCCOCCNc1nc(N2CCN(C(=O)[C@H](CCCCN)n3cc(C(N)CO)nn3)CC2)nc(N2CCN(C(=O)[C@H](CCCCN)n3cc(C(N)COC(=O)C(F)(F)F)nn3)CC2)n1 (stereo partly drawn) | DAT uptake mod = 0.0348
Cc1ccc(S(=O)(=O)N2CCC(=O)N(C(COCc3ccc(C(F)(F)F)cc3)Cc3ccccc3)CC2)cc1 (stereo not drawn) | DAT uptake mod = 0.464
COc1ccc(NC(=O)c2nc[nH]c2C(=O)N[C@@H](C)c2ccccc2)cc1 | DAT uptake mod = 2.72

(listing goes on)
SMILES	DAT uptake mod
NC(CO)C(O)c1ccc([N+](=O)[O-])cc1 (stereo not drawn)	0.18
O=C(NCc1ccccc1)C1=C[C@H](c2csc3ccccc23)C[C@H](OCc2ccc(CO)cc2)O1	0.268
N#Cc1ccc(C23CC4(C2)[C@H](CN(Cc2ccc(-c5ccccc5)cc2)[C@@H]4c2ccccc2)C3c2ccc(C(F)(F)F)cc2)cc1 (stereo partly drawn)	-0.00222
O=C(c1ccc(Cl)cc1)N1CCC(=O)N(C(CO)Cc2ccccc2)CC1 (stereo not drawn)	0.813
CC(C)(C)CN1C(=O)C(=O)NC[C@@H]1Cc1ccc(O)cc1	-1.01
COc1ccc(-c2ccc3oc(-c4ccc(OC)cc4)c(-c4cc(OC)c(OC)c(OC)c4)c3c2)cc1	-0.664
CCC[C@@H]1C[C@@]1(CCC)[C@@H](NC(=O)c1ccccc1)c1ccc(C(=O)OC)cc1	-0.396
C=CCNC(=O)N1C2=NC(C(=O)OC)=C(C(=O)OC)[C@@H]3N(Cc4ccccc4)c4ccccc4[C@]23C[C@H]1C(=O)OC	0.105
O=c1c(O[C@@H]2O[C@H](CO)[C@@H](O)[C@H](O)[C@H]2O)c(-c2ccc(O)c(O)c2)oc2cc(O)cc(O)c12	0.883
COC(C[C@@H](O)C[C@H](O)[C@H](C)OCc1ccccc1)OC	0.0993
O=C(Nc1ccc(Cl)c(C(F)(F)F)c1)[C@@H]1CC=C[C@@H]2CCN(C3CCCCC3)C(=O)[C@@H]21	-2.62
O=C(NCc1cccc(Br)c1)c1cc(-c2ccccc2)nn1CC1CC(c2cccc([N+](=O)[O-])c2)=NO1 (stereo not drawn)	2.53
Cn1c(=O)c2[nH]c(CCCC(=O)O)nc2n(Cc2ccccc2)c1=S	0.714
CC(NC(=O)Nc1ccccc1)C(c1cccs1)N1CCN(c2ccccc2)CC1 (stereo not drawn)	-0.314
CN(C[C@H](Cc1ccccc1)N(C[C@H](Cc1cccc2ccccc12)N(CCc1ccccc1)N=O)N=O)N=O	-0.0951
NC(=O)C1=C[C@@H](c2ccccc2)C[C@@H](OCc2ccc(CO)cc2)O1	-0.00379
Cc1ccc(NC(=S)NCc2ccc3[nH]c4c(c3c2)CCCC4)cc1	0.882
C[C@H](CO)NC(=O)[C@H](C)[C@@H]1C[C@@]1(C)[C@@H](NC(=O)OCc1ccccc1)c1ccccc1	0.156
COc1cc(OC)c2ccc(=O)oc2c1C(CCN1CCCC1)c1ccc(N(C)C)cc1 (stereo not drawn)	0.128
COCCNC(=O)C1CC(c2ccc(C(F)(F)F)cc2)=NO1 (stereo not drawn)	-0.714
COCOc1ccc(C=O)c(OCOC)c1	-1.05
COc1cc(-c2cc(=O)c3ccccc3o2)ccc1O	0.072
CC(C)CC(NC(=O)OC(C)(C)C)c1cn([C@@H](CCC(=O)OC(C)(C)C)C(=O)N2CCN(C(=O)OC(C)(C)C)CC2)nn1 (stereo partly drawn)	0.405
